Assay outcomes: PubChem, National Center for Advancing Translational Sciences (NCATS)
TGFb inhibitor = TGF-b pathway inhibition; 410,000 compounds, 1.2% hits; Potency, µM (series often up to 46.1 µM), inactives show at the highest dose activity, negative = inhibition, most hits filed as inhibitors; HepG2 CAGA-GFP TGF-b/SMAD3 reporter, GFP fluorescence, 18 h; TGF-beta stimulated, 500 pg/mL final; note: potency is the fitted concentration of half-maximal effect; % is set by controls: 0 for no effect and ±100 for the full control effect; nearly all actives have a fitted effect of over 65% in size
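HEPG2 CAGA-GFP, 1000 cells/well; 2 h settle, 37 C; cpd via pin tool; TGF-b 500 pg/mL final; 18 h, 37 C; GFP imaging ex488/em500-530; %Activity normalised to -TGF-b and +DMSO controls; CRC fit, curve class.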
S2 tox = cell viability loss in ATXN counter-screen; AID 651635; 400,000 compounds, 0.49% hits; Potency, µM (titrated, usually from 56.7 µM), actives largely listed as cytotoxic; S2 cells (HEK-293 line with an ATXN2-luciferase reporter) viability, CellTiter-Fluor protease fluorescence, 24 h; note: potency is the fitted concentration of half-maximal effect; nearly all actives have a fitted effect of over 40% in size
Nrf2 inh = Nrf2 pathway inhibition. Potency, µM (doses to about 46 µM), for the others: at the top dose activity change, negative = inhibition, hits mostly inhibitors. 360,000 compounds, 2.1% hits. A549 ARE-Fluc reporter, luciferase luminescence, 18-24 h; note: potency is the fitted concentration of half-maximal effect; % is set by controls: 0 for no effect and ±100 for the full control effect; nearly all actives have a fitted effect of over 60% in size
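Nrf2 function is reported as luminescence of an ARE-controlled luciferase in A549 cells. Compounds were tested at several concentrations, and a CellTiter-Fluor read on the same wells flagged cytotoxicity.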
EPAC2 ag = EPAC2 (human) agonism; Q8WZA2; EPAC2 activation, biochemical qHTS; response scale: 100% = 6.5 mM cAMP response; Potency, µM (titrated, usually from 154 µM), for the others: at the top dose activation, hits mostly activators; 360,000 compounds, 0.079% hits; AID 720711; note: potency is the fitted concentration of half-maximal effect; nearly all actives have a fitted effect of over 50% in size
Target sequence (Q8WZA2 whole entry, looked up): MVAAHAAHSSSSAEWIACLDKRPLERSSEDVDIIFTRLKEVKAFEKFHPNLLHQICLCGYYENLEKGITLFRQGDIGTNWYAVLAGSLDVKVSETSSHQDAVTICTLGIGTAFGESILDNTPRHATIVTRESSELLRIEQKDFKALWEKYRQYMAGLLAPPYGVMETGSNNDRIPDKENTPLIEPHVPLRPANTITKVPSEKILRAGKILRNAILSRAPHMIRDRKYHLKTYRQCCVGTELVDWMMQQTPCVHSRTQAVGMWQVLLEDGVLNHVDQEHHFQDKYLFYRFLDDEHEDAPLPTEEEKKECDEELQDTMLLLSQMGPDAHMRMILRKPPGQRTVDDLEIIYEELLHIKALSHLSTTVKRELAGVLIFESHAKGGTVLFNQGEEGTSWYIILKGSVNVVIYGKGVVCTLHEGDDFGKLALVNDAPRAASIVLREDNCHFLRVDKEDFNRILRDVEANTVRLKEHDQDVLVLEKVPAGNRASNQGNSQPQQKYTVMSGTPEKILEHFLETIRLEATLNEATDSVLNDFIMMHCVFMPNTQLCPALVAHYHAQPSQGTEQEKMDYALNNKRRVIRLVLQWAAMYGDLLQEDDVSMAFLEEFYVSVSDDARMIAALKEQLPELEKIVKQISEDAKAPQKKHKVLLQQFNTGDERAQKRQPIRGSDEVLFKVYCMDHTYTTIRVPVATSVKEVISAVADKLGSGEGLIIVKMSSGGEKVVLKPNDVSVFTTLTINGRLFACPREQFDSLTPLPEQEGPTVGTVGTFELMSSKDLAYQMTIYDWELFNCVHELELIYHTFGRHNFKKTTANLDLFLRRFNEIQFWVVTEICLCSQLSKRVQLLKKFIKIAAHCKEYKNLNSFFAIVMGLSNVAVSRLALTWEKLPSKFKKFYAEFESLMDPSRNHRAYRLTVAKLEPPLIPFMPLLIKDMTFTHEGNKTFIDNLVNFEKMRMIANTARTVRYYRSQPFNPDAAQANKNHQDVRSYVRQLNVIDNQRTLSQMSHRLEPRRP
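Readout is BODIPY fluorescence (480 nm excitation, 540 nm emission), which falls as labeled GDP is exchanged off Rap1B. EPAC2 at 100 nM acted on 250 nM RAP1B-BODIPY-GDP with 50 uM GDP present.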
HepG2 viability = kills HepG2 cells in TGF-b inhibitor counter-screen; HepG2 CAGA-GFP viability, ATP luminescence, 18 h; Potency, µM (doses to about 46.1 µM), inactives show at the highest dose activity change, negative = cytotoxicity, hits mostly cytotoxic; 410,000 compounds, 0.76% hits; note: potency is the fitted concentration of half-maximal effect; some results filed as inactive show a strong effect at the top dose
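HepG2 CAGA-GFP cells (1000/well, DMEM with 1% FBS) received compound, then TGF-beta at 500 pg/mL final, and were incubated 18 hours at 37 degrees C. Viability was read by CellTiter-Glo luminescence. Media-only wells were set as complete cell-killing and DMSO as no toxicity.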
ATXN2 expr inh = ATXN2 expression inhibition | HEK-293 ATXN2-luciferase reporter, luminescence, 24 h | Potency, µM (doses to about 57 µM), for inactives: top-dose activity change, negative = inhibition, most hits filed as inhibitors | 360,000 compounds, 0.72% hits | AID 1745845; note: potency is the fitted concentration of half-maximal effect; % is set by controls: 0 for no effect and ±100 for the full control effect; nearly all actives have a fitted effect of over 55% in size
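qHTS (up to 57 uM final) was run with 24 h compound exposure of reporter cells at 37 °C. Each well was multiplexed: SteadyGlo luminescence measured ATXN2-luciferase expression after a fluorogenic Gly-Phe-AFC viability readout (25 uM final).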
Nrf2 ARE act = activates Nrf2 signaling; AREc32 ARE-luciferase reporter (MCF7-derived line), luminescence, 24 h; Potency, µM (top dose mostly 46.1 µM), inactives show at the highest dose activation, actives largely listed as activators; 410,000 compounds, 0.31% hits; AID 624171; note: potency is the fitted concentration of half-maximal effect; % of control where 0% means no effect; nearly all actives have a fitted effect of over 65% in size
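Luciferase luminescence (Steady-Glo, 30 min at room temperature) served as the read-out of ARE activation in AREc32 cells treated with compounds for 24 hr at 37 deg C.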
A549 tox = counter-screen for Nrf2 inhibitors: cytotoxicity in A549 cells; A549 ARE-Fluc cells, CellTiter-Fluor viability, 18-24 h; Potency, µM (series often up to 46 µM), for inactives: at the top dose activity change, negative = cytotoxicity, most hits filed as inhibitors; 390,000 compounds, 0.16% hits; AID 504648; note: potency is the fitted concentration of half-maximal effect; % is set by controls: 0 for no effect and ±100 for the full control effect
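Cytotoxicity counterscreen: CellTiter-Fluor fluorescence was measured in A549 ARE_Fluc cells after 18-24 h of compound exposure in a concentration series. The subsequent BugLite luminescent read reports ARE-luciferase activity.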
IL-2 act = activates IL-2 in a cell-based reporter assay; AID 652025; 360,000 compounds, 0.065% hits; activation, % (series mostly up to about 46 µM); IL-2 activation reporter assay, cell-based qHTS; stimulated with anti-CD3/CD4/CD28 beads; in transgenic mouse T cells; in the data active = activation above about 50%; inconclusive = mostly about 30% to 49%; note: 0% is about no effect
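Quantitative HTS in unstimulated transgenic mouse T cells, with memory T cells as non-tolerant control and PMA/ionomycin as tolerance-bypass control. Compound pretreatment lasted 60 minutes before 18 h bead stimulation; EGFP/DsRed fluorescence read.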
* marks the source's active call; other numbers are inactive results; [ ] = another dose, or the depositor's remark. Unless noted, calls come from the whole dose curve; as a rule, active = well fitted curve in the direction sought with a large enough effect; inconclusive = small, poorly fitted or top-dose-only effect, or another doubt; inactive = no such curve, though single readings can be large; an effect the other way counts as inactive or inconclusive. These rows are one share of the data; rates above refer to the full screens.

What do the screens show for `CC(C)C[C@H]1C(=O)N2CCC[C@H]2[C@]2(O)O[C@](NC(=O)[C@@H]3C=C4c5cccc6[nH]c(Br)c(c56)CC4N(C)C3)(C(C)C)C(=O)N12` (stereo not given in full)?
TGFb inhibitor: -27%; S2 tox: inactive; Nrf2 inh: inconclusive; EPAC2 ag: 7%; HepG2 viability: -20%; ATXN2 expr inh: -37%; Nrf2 ARE act: 6.2%; A549 tox: -1%; IL-2 act: -0.1

How did Cc1sc2c(c1C)C(c1cccs1)=NCC(=O)N2CC(=O)NCc1cccs1 do in these assays?
TGFb inhibitor: 0%; S2 tox: inactive; Nrf2 inh: -2%; EPAC2 ag: 5%; HepG2 viability: 3%; ATXN2 expr inh: -1%; Nrf2 ARE act: 0.0%; A549 tox: -2%; IL-2 act: 2.9

How did O=[N+]([O-])c1cnc[nH]1 do in these assays?
TGFb inhibitor: 22%; S2 tox: inactive; Nrf2 inh: -10%; EPAC2 ag: 4%; HepG2 viability: 4%; ATXN2 expr inh: 2%; Nrf2 ARE act: 0.6%; A549 tox: -5%; IL-2 act: 0.0

How did O=C(Oc1ccc([N+](=O)[O-])cc1)N1CCC(N2CCCCC2)CC1 do in these assays?
TGFb inhibitor: 7%; S2 tox: inactive; Nrf2 inh: inconclusive; EPAC2 ag: 2%; HepG2 viability: 5%; ATXN2 expr inh: 13%; Nrf2 ARE act: -0.8%; A549 tox: 7%; IL-2 act: 0.4

What do the screens show for `O=c1[nH]c(=O)n(-c2ccccc2Cl)c(O)c1C=NCCN1CCCCC1`?
TGFb inhibitor: -3%; S2 tox: inactive; Nrf2 inh: -14%; EPAC2 ag: 6%; HepG2 viability: 0%; ATXN2 expr inh: 2%; Nrf2 ARE act: 0.3%; A549 tox: -3%; IL-2 act: 1.1

How did CO[C@H]1[C@@H](OC)CC(OC2OC(CO)C(O)C(O)C2O)/C(=C\C#N)[C@@H]1O (stereo not given in full) do in these assays?
TGFb inhibitor: 2%; S2 tox: inactive; Nrf2 inh: 6%; EPAC2 ag: 9%; HepG2 viability: -2%; ATXN2 expr inh: 4%; Nrf2 ARE act: 0.6%; A549 tox: 6%; IL-2 act: 1.4

Results for CN[C@@H](C)[C@H](O)c1ccccc1 ?
TGFb inhibitor: 4%; S2 tox: inactive; HepG2 viability: 9%; ATXN2 expr inh: 2%

Results for O=C(Cn1c(=O)oc2cc(S(=O)(=O)NCc3ccccc3)ccc21)NCc1ccc(F)cc1 ?
TGFb inhibitor: inconclusive; S2 tox: inconclusive; Nrf2 inh: 12%; HepG2 viability: -46%; ATXN2 expr inh: -34%; Nrf2 ARE act: 0.8%; A549 tox: 5%

Results for Cc1c(OC(C(=O)O)c2ccccc2)ccc2c1oc(=O)c1ccccc12 (stereo not given) ?
TGFb inhibitor: 2%; S2 tox: inactive; Nrf2 inh: inconclusive; EPAC2 ag: 8%; HepG2 viability: 5%; Nrf2 ARE act: -1.1%; A549 tox: 10%; IL-2 act: -1.2

How did CNC(=O)O/N=C(\C)Cc1nnn(-c2cc(C)on2)n1 do in these assays?
TGFb inhibitor: -9%; S2 tox: inactive; Nrf2 inh: -12%; EPAC2 ag: 4%; HepG2 viability: -2%; ATXN2 expr inh: 3%; Nrf2 ARE act: -0.7%; A549 tox: 8%; IL-2 act: -0.5

Results for COc1cccc(CN2CC=C(c3ccc(F)cc3)CC2)c1 ?
TGFb inhibitor: -16%; S2 tox: inactive; Nrf2 inh: 2%; EPAC2 ag: 11%; HepG2 viability: 8%; ATXN2 expr inh: -4%; Nrf2 ARE act: -0.1%; A549 tox: 0%; IL-2 act: 0.2

What do the screens show for `CC1=CC2OC3CC4OC(=O)C=CC=CC(=O)OCCC(C)C(O)C(=O)OCC2(CC1O)C4(C)C31CO1` (stereo not given)?
TGFb inhibitor: -119%; S2 tox: inconclusive; Nrf2 inh: 0.073µM*; EPAC2 ag: -3%; HepG2 viability: -3%; ATXN2 expr inh: inconclusive; Nrf2 ARE act: -1.4%; IL-2 act: -8.0

Copied from above, two compounds:
What do the screens show for `CC(C)C[C@H]1C(=O)N2CCC[C@H]2[C@]2(O)O[C@](NC(=O)[C@@H]3C=C4c5cccc6[nH]c(Br)c(c56)CC4N(C)C3)(C(C)C)C(=O)N12` (stereo not given in full)?
TGFb inhibitor: -27%; S2 tox: inactive; Nrf2 inh: inconclusive; EPAC2 ag: 7%; HepG2 viability: -20%; ATXN2 expr inh: -37%; Nrf2 ARE act: 6.2%; A549 tox: -1%; IL-2 act: -0.1

How did Cc1sc2c(c1C)C(c1cccs1)=NCC(=O)N2CC(=O)NCc1cccs1 do in these assays?
TGFb inhibitor: 0%; S2 tox: inactive; Nrf2 inh: -2%; EPAC2 ag: 5%; HepG2 viability: 3%; ATXN2 expr inh: -1%; Nrf2 ARE act: 0.0%; A549 tox: -2%; IL-2 act: 2.9

The results go on.
What do the screens show for `O=C(c1cc2cc3ccc(Cl)cc3nc2o1)N1CCC2(CC1)OCCO2`?
TGFb inhibitor: 3%; S2 tox: inactive; Nrf2 inh: 3%; EPAC2 ag: -5%; HepG2 viability: 0%; ATXN2 expr inh: 40%[activator]; Nrf2 ARE act: 0.0%; A549 tox: -8%; IL-2 act: -0.5

Results for CCCCN(C(C)=O)c1ccc2c(c1)C1CC2CCN1Cc1ccccc1 (stereo not given) ?
TGFb inhibitor: -15%; S2 tox: inconclusive; EPAC2 ag: 16%; HepG2 viability: -29%; ATXN2 expr inh: -25%; Nrf2 ARE act: 0.3%; IL-2 act: -3.4

Results for C1=CC(Cc2cncs2)c2ccccc21 (stereo not given) ?
TGFb inhibitor: 0%; S2 tox: inactive; Nrf2 inh: 8%; EPAC2 ag: 0%; HepG2 viability: 2%; ATXN2 expr inh: 6%; Nrf2 ARE act: 3.2%; A549 tox: 0%; IL-2 act: -1.8

Results for CCCCCCC(=O)c1c(O)n(-c2ccccc2OC)c(=O)[nH]c1=O ?
TGFb inhibitor: -9%; S2 tox: inconclusive; Nrf2 inh: 0%; EPAC2 ag: -3%; HepG2 viability: -9%; Nrf2 ARE act: -0.2%; A549 tox: -5%; IL-2 act: -0.8

What do the screens show for `N#Cc1cn(Cc2ccccc2)c(=O)[nH]c1=O`?
TGFb inhibitor: 0%; S2 tox: inactive; Nrf2 inh: inconclusive; EPAC2 ag: 4%; HepG2 viability: -4%; ATXN2 expr inh: 1%; Nrf2 ARE act: -0.5%; A549 tox: 6%; IL-2 act: -0.3

What do the screens show for `CN1OC[C@@H]2CN[C@H](c3ccccc3Br)C[C@@H]21`?
TGFb inhibitor: 0%; S2 tox: inactive; Nrf2 inh: -8%; EPAC2 ag: 9%; HepG2 viability: -9%; ATXN2 expr inh: 0%; Nrf2 ARE act: -1.0%; A549 tox: -6%; IL-2 act: 1.7

How did CC(Cc1ccsc1)NCc1cn[nH]c1-c1ccc(F)cc1F (stereo not given) do in these assays?
TGFb inhibitor: -10%; S2 tox: inactive; Nrf2 inh: 1%; EPAC2 ag: 2%; HepG2 viability: -4%; ATXN2 expr inh: -18%; Nrf2 ARE act: 0.1%; A549 tox: 0%; IL-2 act: -0.6

Results for CC(C)(C)C(=O)N1Cc2cc(N3CCCCC3)ccc2-n2nncc2C1 ?
TGFb inhibitor: 0%; S2 tox: inactive; EPAC2 ag: 3%; HepG2 viability: 10%; ATXN2 expr inh: -1%; Nrf2 ARE act: 0.3%; IL-2 act: -0.7

Results for CCOP(=O)(OCC)C(Nc1cccc(C(F)(F)F)c1)c1ccc(C)cc1 (stereo not given) ?
TGFb inhibitor: inconclusive; S2 tox: inactive; Nrf2 inh: inconclusive; EPAC2 ag: -6%; HepG2 viability: -29%; ATXN2 expr inh: -25%; Nrf2 ARE act: 5.4%; A549 tox: -8%; IL-2 act: -3.5

Results for COc1ccc(NC(=O)Cn2c(=O)oc3cc(S(=O)(=O)N4CCC(C)CC4)ccc32)c(OC)c1 ?
TGFb inhibitor: 13µM*; Nrf2 inh: inconclusive; HepG2 viability: -30%; Nrf2 ARE act: 0.2%; A549 tox: -2%

What do the screens show for `N#CC1(c2ccccc2)CCN(C2CC(=O)N(c3ccc(F)cc3)C2=O)CC1` (stereo not given)?
TGFb inhibitor: 0%; S2 tox: inactive; Nrf2 inh: 14%; EPAC2 ag: 15%; HepG2 viability: -5%; Nrf2 ARE act: -0.9%; A549 tox: 20%; IL-2 act: 2.0

What do the screens show for `COc1cc(OC)c(OC)cc1/C=C1/C(=O)NC(=O)N(Cc2ccccc2)C1=O`?
TGFb inhibitor: 2%; S2 tox: inactive; Nrf2 inh: -8%; EPAC2 ag: 5%; HepG2 viability: -15%; ATXN2 expr inh: 1%; Nrf2 ARE act: -1.5%; A549 tox: 5%; IL-2 act: -0.2

What do the screens show for `CN(C)C(=O)Oc1ccc2c(c1)O/C(=C\c1ccccc1)C2=O`?
TGFb inhibitor: -1%; S2 tox: inactive; Nrf2 inh: inconclusive; EPAC2 ag: 19%; HepG2 viability: -27%; ATXN2 expr inh: 20%; Nrf2 ARE act: 15%; A549 tox: -7%; IL-2 act: -2.1

In the list so far, these have a Cl atom:
What do the screens show for `O=c1[nH]c(=O)n(-c2ccccc2Cl)c(O)c1C=NCCN1CCCCC1`?
TGFb inhibitor: -3%; S2 tox: inactive; Nrf2 inh: -14%; EPAC2 ag: 6%; HepG2 viability: 0%; ATXN2 expr inh: 2%; Nrf2 ARE act: 0.3%; A549 tox: -3%; IL-2 act: 1.1

What do the screens show for `O=C(c1cc2cc3ccc(Cl)cc3nc2o1)N1CCC2(CC1)OCCO2`?
TGFb inhibitor: 3%; S2 tox: inactive; Nrf2 inh: 3%; EPAC2 ag: -5%; HepG2 viability: 0%; ATXN2 expr inh: 40%[activator]; Nrf2 ARE act: 0.0%; A549 tox: -8%; IL-2 act: -0.5
